# Screening results from PubChem.
# Mcl1-Bid inh = Mcl-1/Bid binding inhibitors, primary screen, biochemical, TR-FRET, 1536-well; 0.97% of 220,000 active; AID 1021, 2008; TR-FRET Mcl-1/Bid-Dy647 peptide binding; inhibition, % at 21.7 µM; Induced myeloid leukemia cell differentiation protein Mcl-1 (Homo sapiens), Q07820;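 active = compounds that cut the binding signal by more than half at the single screening dose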;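 note: His-tagged Mcl-1 with europium anti-His antibody binding Bid BH3 peptide; 0% = Mcl-1 plus peptide wells and 100% = peptide-only wells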
# Target sequence (Q07820 whole entry, looked up): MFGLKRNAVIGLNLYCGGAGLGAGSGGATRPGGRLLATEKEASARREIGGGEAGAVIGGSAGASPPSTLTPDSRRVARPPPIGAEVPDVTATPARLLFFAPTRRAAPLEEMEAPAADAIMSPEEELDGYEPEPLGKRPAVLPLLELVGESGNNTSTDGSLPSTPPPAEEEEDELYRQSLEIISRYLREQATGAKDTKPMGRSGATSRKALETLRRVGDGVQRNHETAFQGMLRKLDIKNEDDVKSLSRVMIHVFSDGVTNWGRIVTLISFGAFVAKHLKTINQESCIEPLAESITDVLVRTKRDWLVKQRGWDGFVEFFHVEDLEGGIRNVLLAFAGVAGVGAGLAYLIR
# RGS4-Gao reg = modulators of RGS4 binding to Galphao, primary screen, biochemical, multiplexed bead flow cytometry. actives lie on both sides. binding response (% of control), % at 10 µM. 0.33% of 220,000 active. AID 1415, 2008; in the data active = binding response below about 49% or above about 150%; inactive = in between;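 note: fluorescent Galphao activated with aluminum fluoride binding bead-coupled RGS4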
# Target sequence (P09471 whole entry, looked up): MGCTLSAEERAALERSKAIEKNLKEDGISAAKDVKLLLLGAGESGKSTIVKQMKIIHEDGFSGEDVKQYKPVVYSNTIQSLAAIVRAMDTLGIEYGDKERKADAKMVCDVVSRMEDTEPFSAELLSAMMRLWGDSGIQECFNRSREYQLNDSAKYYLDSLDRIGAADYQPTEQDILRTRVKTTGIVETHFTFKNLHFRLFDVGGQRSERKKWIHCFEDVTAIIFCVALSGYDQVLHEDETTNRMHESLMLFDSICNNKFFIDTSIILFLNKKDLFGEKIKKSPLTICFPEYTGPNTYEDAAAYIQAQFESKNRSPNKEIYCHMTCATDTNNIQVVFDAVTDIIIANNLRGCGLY
# RGS8-Gao reg = RGS8-Galphao binding modulators, primary screen, biochemical, multiplexed bead flow cytometry | response (percent of control binding), % at 10 µM | actives lie on both sides | 0.34% of 220,000 active | Guanine nucleotide-binding protein G(o) subunit alpha (Homo sapiens), P09471; in the data active = response below about 60% or above about 140%; inactive = in between;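 note: Galphao activated as the GDP aluminium fluoride complex binding bead-coupled RGS8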
# RGS7-Gao reg = RGS7-Galphao binding modulators, primary screen, biochemical, multiplexed bead flow cytometry. 0.35% of 220,000 active. binding response (% of control), % at 10 µM. actives lie on both sides; in the data active = binding response below about 49% or above about 150%; inconclusive = no clear call, values can overlap the other calls; inactive = in between;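 note: fluorescent Galphao held in activated GDP-AlF4 state binding bead-coupled RGS7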
# An asterisk follows results filed as active; u = inconclusive; x = no result given.
# Under each structure – Mcl1-Bid inh	RGS4-Gao reg	RGS8-Gao reg	RGS7-Gao reg
Cc1cc2nc(-c3ccccn3)c(-c3ccccn3)nc2cc1C
    -50	97	101	u
CCN1CCCCC(=N/O)/C(=N/O)CCCC1
    -45	104	103	u
CCOc1ccc(/C(O)=C2/C(=O)C(=O)N(c3ncccn3)C2c2ccc(Cl)cc2)cc1 (stereo not given)
    -49	102	101	u
CC1(NC(=S)Nc2ccccc2)CCS(=O)(=O)C1 (stereo not given)
    -34	101	101	u
Cc1ccsc1/C=N/NC(=O)Cn1nc(C)c([N+](=O)[O-])c1C
    -96	99	99	u
CC(C)(C)c1ccc(N2C(=O)CSC2c2cccnc2)cc1 (stereo not given)
    5	100	99	u
O=C(NNC(=O)c1n[nH]c(=O)c2ccccc12)c1ccc(Br)cc1
    -7	100	97	u
O=C(Nc1ccccc1Cl)Oc1ccc2ccccc2c1
    -33	100	108	u
CN1C(=O)C2(c3ccccc31)c1c(oc3ccccc3c1=O)C(=O)N2CCCO (stereo not given)
    -14	101	100	u
Cc1c(NS(C)(=O)=O)cccc1-c1nc2cccnc2s1
    -19	97	100	u
OCCNC(=S)Nc1ccc2c(c1)OCCO2
    -27	106	102	u
O=C(O)c1ccc(N2C(=O)CCCC2=O)cc1
    -28	99	100	u
CC(=O)Nc1ccc2c(CSc3nncs3)cc(=O)oc2c1
    -34	102	102	u
COc1cccc(OC)c1C(=O)O/N=C(\N)c1ccncc1
    -37	100	98	u
CCOP(=O)(OCC)C(NC(=O)Nc1ccc(C)cc1)C(N)=O (stereo not given)
    -10	101	102	u
COc1ccc(/C=N/n2c(=O)[nH]c3c([nH]c4ccc(Cl)cc43)c2=O)cc1CN1CCCCC1
    -28	104	102	u
Cc1ccc(C(C[N+](=O)[O-])Sc2ccc(N)cc2)cc1 (stereo not given)
    17	88	83	u
CC(C(=O)c1ccccc1)[n+]1cccc(C(N)=O)c1 (stereo not given)
    -7	102	101	u
Cn1c(=O)[nH]c(=O)c2c1nc(N1CCCCC1)n2C/C=N/NC(=O)c1cc(Br)ccc1O
    -99	90	99	u
CCCOc1ccc(C(=O)NCCC(=O)NCCCC(=O)O)cc1
    8	106	103	u
Cn1c2ccccc2n2c(=O)cc(-c3ccccc3)c(C#N)c12
    4	86	94	u
O=C1CC(C(=O)Nc2ccc(Br)cc2)S/C(=N\N=C\c2ccco2)N1 (stereo not given)
    -14	98	100	u
CCCCCc1cc(=O)oc2c(C(CCN3CCCC3)c3ccc(N(C)C)cc3)c(OC)cc(OC)c12 (stereo not given)
    -123	95	99	u
C[C@H](NC(=O)c1nc[nH]c1C(=O)NC(c1ccccc1)c1ccccc1)C(=O)OCc1ccccc1
    -81	101	100	u
CCCCCC(=O)NC(=S)Nc1cccc(-c2nc3ncccc3o2)c1
    -67	101	100	u
FC(F)Oc1ccc(NC(=S)Nc2ccc3cn[nH]c3c2)cc1
    -30	105	103	u
Cc1ccc(C(=O)/C=C/c2ccc3c(c2)OCCO3)c(O)c1
    8	103	104	u
CCc1cccc(C)c1NC(=O)CC(C)(C)CC(=O)O
    46	103	103	u
CCCN1CCC(=O)N([C@H](CSc2ccc(Br)cc2)Cc2ccccc2)CC1
    -18	98	100	u
CC(=O)N(CCS(=O)(=O)c1ccc(Cl)cc1)Cc1cccs1
    -10	91	97	u
CCNc1nn2ccccc2c1/C=C(\C#N)C(=O)OCC
    -6	123	116	u
CCC(=O)NCc1csc(-c2cccs2)n1
    -4	101	102	u
COc1ccc(-n2c(=S)[nH]c3sc4c(c3c2=O)CCN(C)C4)cc1
    -49	97	99	u
CCN1CCN(Cc2ccc(NC(=O)c3ccc(C)c(NC(=O)N4CCNC4=O)c3)cc2C(F)(F)F)CC1
    -34	105	107	u
COC(C[C@@H]1O[C@@H]1[C@@H](O)[C@H](C)OCc1ccccc1)OC
    -22	96	97	u
CCOC(=O)C(=CNc1ccc(OC)cc1[N+](=O)[O-])C(=O)OCC
    -6	101	98	u
Cc1nn(-c2ccccc2)nc1C(N)=O
    -8	101	100	u
Cc1nc(C(N)=O)nc2ccccc12
    -6	96	98	u
CS(=O)(=O)N1N=C(c2cccs2)CC1c1ccccc1 (stereo not given)
    15	100	101	u
COC(=O)/C(C#N)=C/c1c(-c2ccccc2)nc2n1CCS2
    16	103	101	u
COc1ccccc1NS(=O)(=O)c1ccc(C)c(NC(=O)NCCCl)c1
    -8	105	100	u
OCCN1CNC(=S)NC1
    -56	105	97	u
Cc1ccnn1CCC(=O)O
    -26	103	103	u
COc1ccc(S(=O)(=O)N(CCC#N)Cc2ccco2)cc1OC
    -13	99	96	u
CC(C)OC(=O)Nc1ccc2c(c1)N(C(=O)N1CCN(C)CC1)c1ccccc1CC2
    12	101	102	u
O=C(O)c1ccc(N/N=C/c2ccc(-c3cccc(Cl)c3)o2)cc1
    -23	103	102	u
Nc1nn(-c2ccccc2Cl)cc1-c1nn[nH]n1
    -2	103	102	u
COc1cccc(N2CCN(CC(=O)NC3=Nc4ccccc4N=C(C)C3c3ccccc3)CC2)c1 (stereo not given)
    -97	101	100	u
O=C(NNc1cc(Cl)cc(Cl)c1)C1CCC1
    -2	99	100	u
CC(/C=N/NC(=O)CSc1n[nH]c(=O)[nH]c1=O)=C\c1ccccc1
    -5	104	101	u
CCCSc1nc2c(cnn2-c2ccccc2)c(=O)n1N
    -14	98	97	u
O=C(NNC(=O)C1C2CCCCC21)c1coc(=O)c(Br)c1 (stereo not given)
    -128	96	97	u
COc1ccc(CC(=O)Nc2ccc(N3CCOCC3)cc2)cc1OC
    -22	112	107	u
COc1cccc(/C=C2\Oc3cc(OC(=O)N4CCOCC4)ccc3C2=O)c1
    -14	102	100	u
Cc1ccc(NC2CC(C)NC(=S)N2)cc1 (stereo not given)
    -111	105	104	u
COc1ccc(NC(C)=O)cc1S(=O)(=O)Nc1ccc(C(=O)N2CCCC2)cc1
    -3	106	102	u
Oc1ccccc1C=NCCCCCCN=Cc1ccccc1O
    -46	105	103	u
CSc1nc2sc3c(c2c(=O)n1CC(C)C)CC(C)(C)OC3
    -12	96	96	u
O=C(Nc1ccc([N+](=O)[O-])cc1)C(=O)Nc1cccc(C(=O)O)c1
    -2	106	107	u
CN1CCN(C(=O)C23CCC(C)(C(=O)C2Br)C3(C)C)CC1 (stereo not given)
    -50	100	97	u

# An excerpt of these results, with values ahead of the structure:
Mcl1-Bid inh,RGS4-Gao reg,RGS8-Gao reg,RGS7-Gao reg,Molecule
-96,99,99,u,Cc1ccsc1/C=N/NC(=O)Cn1nc(C)c([N+](=O)[O-])c1C
-34,105,107,u,CCN1CCN(Cc2ccc(NC(=O)c3ccc(C)c(NC(=O)N4CCNC4=O)c3)cc2C(F)(F)F)CC1

# Additional entries
# Under each structure – Mcl1-Bid inh	RGS4-Gao reg	RGS8-Gao reg	RGS7-Gao reg
c1ccc(-c2nc(-c3ccccn3)nc(-c3ccccn3)n2)nc1
    -101	101	102	u
CC(=O)Nc1nc(C)c(C(C)(C)C)s1
    1	91	98	u
Cc1cc(/C(N)=N/OC(=O)Nc2ccc(Cl)cc2)no1
    -8	102	100	u
Cc1ccc(NC(=O)Nc2ccccc2C(N)=O)cc1
    -7	99	104	u
CCOc1cc(/C=C2\SC(=S)N(N3CCOCC3)C2=O)ccc1O
    -14	102	102	u
CCn1c(=O)[nH]c(=O)c2c(N)c(C(=O)c3cc(F)ccc3F)sc21
    -48	94	94	u
Cn1c(=O)c2ncn(CC(=O)O)c2n(C)c1=O
    6	93	97	u
CN1C2CCC1CC(NC(=O)CSc1ccc(C(C)(C)C)cc1)C2 (stereo not given)
    -10	101	101	u
COc1ccc(-c2cc(C#N)nc(NN)n2)cc1
    -15	110	102	u
O=C1COc2ccc(C(=O)COc3ccc([N+](=O)[O-])cc3)cc2N1
    -1	52	76	u
CCN(CC)CCCNCC(=O)Nc1ccc(OC)c(Cl)c1
    34	109	105	u
Fc1ccc(COc2ccc(-c3nnco3)cc2)cc1
    -4	105	102	u
O=C(N/N=C/c1cc(Cl)cc([N+](=O)[O-])c1O)c1ccccc1NS(=O)(=O)c1cccs1
    -59	103	104	u
Cn1c(=O)c2c(nc(N/N=C/c3cccnc3)n2Cc2ccccc2)n(C)c1=O
    -28	92	97	u
COC(=O)c1cc(OC)c(OC)c(OC)c1[N+](=O)[O-]
    43	101	96	u

# A portion of the results above:
# Under each structure – Mcl1-Bid inh	RGS4-Gao reg	RGS8-Gao reg	RGS7-Gao reg
Cc1cc2nc(-c3ccccn3)c(-c3ccccn3)nc2cc1C
    -50	97	101	u
CCN1CCCCC(=N/O)/C(=N/O)CCCC1
    -45	104	103	u
CCOc1ccc(/C(O)=C2/C(=O)C(=O)N(c3ncccn3)C2c2ccc(Cl)cc2)cc1 (stereo not given)
    -49	102	101	u
CC1(NC(=S)Nc2ccccc2)CCS(=O)(=O)C1 (stereo not given)
    -34	101	101	u

# Part of the list above, showing only RGS4-Gao reg.
SMILES,RGS4-Gao reg
Cn1c(=O)c2ncn(CC(=O)O)c2n(C)c1=O,93
CN1C2CCC1CC(NC(=O)CSc1ccc(C(C)(C)C)cc1)C2 (stereo not given),101
COc1ccc(-c2cc(C#N)nc(NN)n2)cc1,110
O=C1COc2ccc(C(=O)COc3ccc([N+](=O)[O-])cc3)cc2N1,52
CCN(CC)CCCNCC(=O)Nc1ccc(OC)c(Cl)c1,109
Fc1ccc(COc2ccc(-c3nnco3)cc2)cc1,105

# Following part.
# Under each structure – Mcl1-Bid inh	RGS4-Gao reg	RGS8-Gao reg	RGS7-Gao reg
Cc1ccc(/C=C2\SC(=S)N(CCCC(=O)Nc3ccc(O)cc3)C2=O)cc1
    35	105	102	u
Clc1cccc(N=NN2CCOCC2)c1Cl
    -6	94	96	u
COc1ccc(N(CC(=O)N/N=C/c2ccco2)S(=O)(=O)c2ccccc2)cc1Cl
    -10	105	102	u
CCc1cc(S(N)(=O)=O)cc(CC)c1NC(C)=O
    -3	84	89	u
CCCCCC(=O)NN1C(=S)N(c2ccc(OC)cc2)C(=O)C1CC(=O)Nc1ccccc1 (stereo not given)
    -49	101	102	u
COCCN1C(=O)N[C@@H](CCc2ccccc2)[C@H](C(C)=O)[C@H]1C
    -37	96	97	u
CCOc1nc(OCC)c2cnn(C)c2n1
    0	105	101	u
COC(=O)CNC(c1ccccc1)c1cc(Br)ccc1N (stereo not given)
    -20	99	99	u
C/C(=N/NS(=O)(=O)c1ccc(C)cc1)c1c(O)c2ccccc2oc1=O
    19	100	101	u
COC(=O)c1c(C)oc(C)c1S(=O)(=O)N(C)C1CCCCC1
    -19	99	98	u
CCCCOC(=O)CCCN1C(=O)/C(=C2\SC(=S)N(CCCC(=O)OCCCC)C2=O)SC1=S
    -14	100	92	u
O=C(CN1CCOCC1)N/N=C/c1ccc(-c2cccc(Cl)c2Cl)o1
    -2	106	105	u
NC(=S)Cc1ccccc1Cl
    -30	95	97	u
N#Cc1ccc(C23CC4(C2)[C@H](CN(Cc2ccc(-c5ccccc5)cc2)[C@@H]4c2ccccc2)C3c2ccc(Cl)nc2)cc1 (stereo not given in full)
    -31	101	102	u
O=C1NC[C@H](Cc2ccc(O)cc2)N(CCc2cccc3ccccc23)C1=O
    -25	107	104	u
O=c1oc(-c2ccc(Cl)c(Cl)c2)nn1-c1ccc(C(F)(F)F)cn1
    -5	99	101	u
NC(=S)N/N=C/c1cn(-c2ccccc2)nc1-c1cccnc1
    -28	101	100	u
CS/C(N)=N/N=C/c1cc(Br)cc(Br)c1O
    7	98	99	u
CCCCCCN1C2=NCCCN2c2ccccc21
    6	103	102	u
COc1ccc(OCC(=O)Nc2ccc3c(c2)nc(CN2CCN(C(C)=O)CC2)n3C)cc1
    -13	97	101	u
CCCNC(=O)c1ccc2c(=O)c(O)c(C)[nH]c2c1
    -102	99	97	u
CN(C)S(=O)(=O)c1cccc(NC(=O)c2ccc3nccnc3c2)c1
    28	99	102	x
COc1ccc(-c2nnsc2N2C(=O)c3ccccc3C2=O)cc1
    -6	104	101	u
O=C(N=Nc1c(O)[nH]c2ccc([N+](=O)[O-])cc12)c1ccccc1Cl
    -7	91	94	u
Cc1nn(C)c2ncc(C(N)=O)c(Oc3ccc(Cl)cc3)c12
    -2	103	102	u
COC(=O)CC1=C(C(=O)OC)[C@@H](c2ccccc2[N+](=O)[O-])C(C#N)=C(N)O1
    -13	99	100	u
COC(=O)c1ccc(C(C2C(=O)CC(C)(C)CC2=O)C2C(=O)CC(C)(C)CC2=O)cc1
    -28	102	102	u

# Not all compounds are listed. The share of hits here may be higher or lower than overall.
